# Bioassay records (PubChem)
# ALOX12 inh: blocks human arachidonate 12S-lipoxygenase; purified 12hLO, xylenol orange hydroperoxide absorbance; AID 1671190; Potency, µM (titrated, usually from 108 µM), for inactives: top-dose activity change, negative = inhibition, actives largely listed as inhibitors; hit rate 1.1% among 580,000; active = well fitted inhibition curve with a large enough effect; inconclusive = small, poorly fitted or top-dose-only effect, or another doubt; inactive = no such curve, though single readings can be large or run the other way
# Target sequence (P18054 whole entry, looked up): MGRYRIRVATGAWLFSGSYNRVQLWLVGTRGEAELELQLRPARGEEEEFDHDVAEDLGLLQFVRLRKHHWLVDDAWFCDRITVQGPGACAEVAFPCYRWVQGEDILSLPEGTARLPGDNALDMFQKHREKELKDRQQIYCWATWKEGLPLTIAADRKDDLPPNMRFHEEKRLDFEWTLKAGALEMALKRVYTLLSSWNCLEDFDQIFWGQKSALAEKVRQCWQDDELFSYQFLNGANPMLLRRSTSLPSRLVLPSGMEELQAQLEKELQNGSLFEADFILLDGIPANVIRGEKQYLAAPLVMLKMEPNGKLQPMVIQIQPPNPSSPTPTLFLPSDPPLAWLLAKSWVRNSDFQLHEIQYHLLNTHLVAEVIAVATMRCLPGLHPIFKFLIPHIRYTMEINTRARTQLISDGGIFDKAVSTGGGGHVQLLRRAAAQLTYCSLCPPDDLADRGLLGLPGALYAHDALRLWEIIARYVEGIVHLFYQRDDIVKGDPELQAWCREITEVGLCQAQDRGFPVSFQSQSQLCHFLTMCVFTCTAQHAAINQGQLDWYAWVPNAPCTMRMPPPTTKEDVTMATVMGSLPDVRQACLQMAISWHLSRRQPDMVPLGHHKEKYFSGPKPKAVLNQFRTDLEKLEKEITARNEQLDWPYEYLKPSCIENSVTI
#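 Purified human 12hLO at 150 nM in 25 mM Hepes, 0.01% Triton X-100, pH 7.0, preincubated 15 min at room temperature with compound. Reaction started with 40 uM arachidonic acid, 30 min at room temperature. Hydroperoxide measured by Fe-xylenol orange, 573/405 nm absorbance ratio.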
# Numbers without * were called inactive; u = inconclusive; [ ] = another dose, or the depositor's remark. % is set by controls: 0 for no effect and ±100 for the full control effect; potency is the fitted concentration of half-maximal effect. An excerpt, so the mix of outcomes need not match the whole.
SMILES,ALOX12 inh
Cc1ccc(Cn2nc(C)c(NC(=O)Nc3cccc(F)c3)c2C)cc1,u
COc1cccc(C(=O)NCC(C)C)c1,1.4%
Cc1ccc(F)cc1-c1cn(C)c(=O)n2cc(COc3ccccc3)nc12,29.8%[176 µM]
Cc1ccc2c(C(=O)NC3CC3)cnn2c1,17.4%[176 µM]
COc1cc(OC)c(/C=N/O)cc1Br,1.9%
c1cc(-c2cc3c(ccn3Cc3ccncc3)c(N3CCOCC3)n2)c2cc[nH]c2c1,0.0%[176 µM]
Cc1ccc2c(=O)cc(C(=O)N3CCN(C(c4ccccc4)c4ccccc4)CC3)oc2c1,-2.2%
O=C(O)c1cc(-c2cccc(Cl)c2)nc2ccccc12,u
CN(CC1CCOCC1)C(=O)c1cccc(Br)c1,32.9%
COc1ccccc1CC(=O)N1CCCc2ncc(C(=O)Nc3ccc4[nH]ccc4c3)cc21,-3.5%[176 µM]
COC(=O)c1ccc(COc2ccc(C(=O)c3ccc(Cl)cc3)cc2)cc1,-16.9%
O=Cc1ccc(OCCN2CCCC2)cc1,u
CC(C)(C)c1cc(C[C@@H]2C[C@H](NS(C)(=O)=O)C2(C)C)no1,u
Cc1nc(-c2c3n(c(=O)n(CC(=O)NCc4ccc(Cl)cc4)c2=O)CCCCC3)no1,16.3%
COCCNc1ncc(-c2ccc(N3CCOCC3)cc2)c2c1OCC2,2.2%[176 µM]
COc1ccc(OC)c(NC(=O)CCn2nc(-c3ccccc3OC)c3c(C)cc(C)nc32)c1,u
Cc1nnc2n1CCC(N(C)C(=O)c1cncc(Br)c1)CC2 (stereo unspecified),51.2%[activator]
COc1ccc(CC(=O)N2C[C@@H]3C[C@H](C2)c2c(-c4ccc(NC(C)=O)cc4)ccc(=O)n2C3)cc1,-6.5%
COCCOC1CN(C2CCN(C(=O)c3cccc(C)c3)CC2)C12CCCCC2 (stereo unspecified),43.1%[activator]
CN(C)c1ncc2c(n1)C(C)(C(=O)NCCOc1ccccc1)CCC2 (stereo unspecified),4.3%[176 µM]
O=[N+]([O-])c1ccc(/C=N/c2nc3c(s2)CCCC3)cc1,-27.0%
O=C(C1CCOCC1)N1CCC(Oc2nccnc2N2CCOCC2)C1 (stereo unspecified),18.8%
N#Cc1cccc(C(=O)NCCc2cccc3cccnc23)c1,6.7%
CC(C)(C)C(=O)NC(C(=O)O)C12CC3CC(CC(C3)C1)C2 (stereo unspecified),-2.7%
Cn1ccnc1CN1CCOc2cc([S+](=O)([O-])Nc3ccccc3)ccc2C1,41.6%[activator][176 µM]
O=S1(=O)c2ccccc2-c2c(nnn2CC2CCCCC2)CN1C1CC1,11.0%
Cc1cccc(C)c1-n1nnnc1C(c1ccnc2ccccc12)N1CCN(C(=O)OC(C)(C)C)CC1 (stereo unspecified),-23.2%
Cn1ccnc1C(=O)N1CC(c2noc(C3CCCN3CC3CC3)n2)C1 (stereo unspecified),59.1%[activator]
CCC(C)NC(=O)C(C)NC(=O)NCc1ccc(C(F)(F)F)cc1 (stereo unspecified),5.6%
CCNC(=O)N1CCc2c(sc3ncnc(N(C)C)c23)C1,24.7%

# Among those listed so far, these contain a halogen:
SMILES,ALOX12 inh
Cc1ccc(Cn2nc(C)c(NC(=O)Nc3cccc(F)c3)c2C)cc1,u
Cc1ccc(F)cc1-c1cn(C)c(=O)n2cc(COc3ccccc3)nc12,29.8%[176 µM]
COc1cc(OC)c(/C=N/O)cc1Br,1.9%
O=C(O)c1cc(-c2cccc(Cl)c2)nc2ccccc12,u
CN(CC1CCOCC1)C(=O)c1cccc(Br)c1,32.9%
COC(=O)c1ccc(COc2ccc(C(=O)c3ccc(Cl)cc3)cc2)cc1,-16.9%
Cc1nc(-c2c3n(c(=O)n(CC(=O)NCc4ccc(Cl)cc4)c2=O)CCCCC3)no1,16.3%
Cc1nnc2n1CCC(N(C)C(=O)c1cncc(Br)c1)CC2 (stereo unspecified),51.2%[activator]
CCC(C)NC(=O)C(C)NC(=O)NCc1ccc(C(F)(F)F)cc1 (stereo unspecified),5.6%

# (listing goes on)
SMILES,ALOX12 inh
COc1ccc(Nc2ccccc2NC(=O)c2cccc(F)c2)cc1,u
COc1ccc2c(c1)CN(C1CCC(CO)CC1)CC[C@H]1COC(=O)N21 (stereo partly specified),67.7%[activator][176 µM]
COc1ccc2[nH]c(CO)cc2c1,25.1µM*
O=C(C1CCC1)N1CCCC(c2nc(C3CCOCC3)no2)C1 (stereo unspecified),u
Cc1onc(-c2ccccc2Cl)c1-c1nc(C2CCOC2)no1 (stereo unspecified),76.9%[activator]
COc1ccc(CC(=O)N2CCC3(CC2)CC(NC(C)=O)c2ccccc23)cc1 (stereo unspecified),0.0%[6.33 µM]
Cc1ccc2c(c1)N1C(=O)OC[C@@H]1CCN(C(=O)CCC(=O)O)C2,u
Cn1cnc(S(=O)(=O)N2CCC(C(=O)N3CCCCCCNC(=O)CC3)CC2)c1,27.9%
NC[C@@H]1O[C@@H](O[C@H]2[C@@H](O)[C@H](O[C@@H]3[C@@H](O)[C@@H](N)C[C@H](N)[C@H]3O[C@H]3O[C@H](CN)[C@@H](O)[C@@H](O)[C@H]3N)O[C@H]2CO)[C@H](N)[C@@H](O)[C@@H]1O,-13.1%[57.4 µM]
COCc1nc(C2CCCN(C(=O)c3cccc(F)c3)C2)no1 (stereo unspecified),50.4%[activator]
Cc1ccc(Cl)cc1NC(=O)c1ccccc1-c1ccccc1,-0.2%
O=C(Cn1cccc1-c1nc(-c2ccccc2)no1)N1CCN(c2ccccc2)CC1,23.4%
CCc1ccc(NC(=O)c2cc(=O)c3cc(CC)ccc3o2)cc1,u
CCC1(C(=O)NCc2ccc(N3CCC(C)CC3)cc2)CCCCC(=O)N1 (stereo unspecified),16.8%
COC(=O)c1cccc(NC(=S)N[C@H]2CO[C@H]3[C@@H]2OC[C@H]3OC(=O)Nc2cccc(C(F)(F)F)c2)c1,u
CC1=C/C(=N\NC(=O)C2CC2)CC1,-19.1%
Cc1ccc(-n2cc(CN(C)C(C)C(=O)N(C)C)c(-c3cccc(C)c3)n2)cc1 (stereo unspecified),9.7%
Cc1nnc2n1CCC(NC(=O)c1cccn1C)CC2 (stereo unspecified),26.2%
CC1Oc2ccc(NC(=O)CC(C)(C)C)cc2CN(Cc2ccccc2F)C1=O (stereo unspecified),19.5%
O=C(CCc1ncc(-c2ccccc2Cl)o1)N1CCN(S(=O)(=O)c2ccccc2Cl)CC1,5.9%
Cc1c(C(=O)c2ccccc2)oc2ccc(N)cc12,-27.9%
COc1ccc(C2=Nc3ccccc3N(C(=O)c3ccc(C)cc3)C2C(=O)NCc2ccccc2)cc1 (stereo unspecified),3.55µM*
Cc1ccc(C2=CC(=O)CC(c3ccccc3)C2)cc1 (stereo unspecified),7.7%
CCCCn1nnnc1CSc1nnc(-c2cccc(C)c2)n1-c1ccccc1,-6.3%
COc1ccc(CN2CCOc3ccc(C(O)c4cccnc4)cc3C2)cc1O (stereo unspecified),11.6%
CCc1cc(=O)n(CC(=O)Nc2ccc(C(F)(F)F)cc2)c(N2CCOCC2)n1,45.4%[activator]
O=C1c2ccccc2NC(c2ccccc2)N1c1ccc(F)c(F)c1 (stereo unspecified),19.7%
COc1ncc(-c2ccc(N3C(c4ccsc4)=Cc4ccc(F)cc4C3CC(C)=O)cc2)cn1 (stereo unspecified),u
CC(C)NC(=O)COC(=O)c1cc(=O)c2ccccc2o1,23.5%
COc1ccccc1C(=O)N1CCC2(CC1)COc1ccccc1C(=O)N2,27.7%
CN[C@@H](CC(C)C)C(=O)N[C@H]1CCN2C(=O)c3cc(-c4ccc(OC)cc4OC)ccc3NC(=O)[C@@H]2C1,1.0%
FC(F)(F)c1ccc(-c2cnc([C@@H]3COCCN3Cc3ccccn3)[nH]2)cc1,33.6%[activator][176 µM]
CCOc1cc(C(=O)Nc2cccc(-c3nc4ncccc4o3)c2)cc(OCC)c1OCC,-30.8%
CCCn1nc(C(=O)NC(c2ccccc2)c2ccccc2)c2ccccc2c1=O,40.5%[activator]
COC(=O)COc1nc(C)c2c(c1C#N)CCCC2,15.5%
COc1ncccc1C(=O)N1Cc2cnn(Cc3ccc(F)cc3)c2C1,1.2%
Cn1ccnc1CN1CCOC(CCNC(=O)NC2CCCC2)C1 (stereo unspecified),28.0%
CC(C)c1ccc(Nc2nc(N)c(C#N)c(CC#N)c2C#N)cc1,-33.2%
COc1ccc(CNC(=O)C(C)Sc2nc3cc(Cl)ccc3n2C)cc1 (stereo unspecified),u
O=C(O)CCn1ncc2cc(OC3CCN(C(=O)c4cc(F)ccc4Cl)CC3)ccc21,11.0%
Cc1nn(C(C)C)c(C)c1NC(=O)c1cc2occc2n1Cc1ccc(Cl)cc1,u
CC(C)Oc1ccc(CN2CCc3nc(N4CCN(C)CC4)[nH]c(=O)c3CC2)cc1,22.4%
COc1ccccc1CNC(=O)COc1ncnc2ccccc12,u
O=C(NC1CCN(c2cc(-c3cccs3)[nH]n2)C1)c1cccc2[nH]ccc12 (stereo unspecified),53.2%[activator]
COC(=O)C1=C(C)N(C)C(=NCC2CC2)NC1c1cccc(Cl)c1 (stereo unspecified),u
COc1cc(/C=C(\C#N)c2nc3ccccc3[nH]2)cc(OC)c1OC,10.8%
Cc1cc(C(=O)NC(C)c2ccc(F)c(F)c2)c2cnn(C(C)C)c2n1 (stereo unspecified),-20.0%
Cc1ccccc1C(=O)N1CCC2(CC1)NC(=O)N(c1cccc(F)c1)N2,1.78µM*
Cc1ccccc1S(=O)(=O)N1C[C@@H](Oc2cccnc2)C[C@H]1C(=O)NC1CC1,29.9%
Cc1ccccc1NC(=O)c1sc2c(c1C)C(c1ccncc1)CC(=O)N2 (stereo unspecified),4.6%
CC(C)(C)CC(C)(C)NC(=O)C(=O)c1cccnc1,u
COC(=O)[C@H](NC(=O)c1cc(-c2ccccc2)sc1N)C(C)C,-8.5%
O=C(NCc1ccncc1)C1CCC1,-50.4%
COc1cc(OC)c(C(=O)N2CCCC[C@H](N(C)C)C2)cc1OC,53.3%
N#Cc1nc(-c2ccc(Cl)cc2)oc1NCc1ccc(F)cc1,u
CC(C)C(NC(=O)c1cccc(Cl)c1)C(C)C,-4.6%
C=C(C(=O)O)[C@@H]1CC[C@@]2(C)CCC[C@](C)(O)[C@@H]2C1,-18.2%
CCNS(=O)(=O)c1cccc(C(=O)OCc2nc3ccccc3nc2C)c1,u
N#Cc1ccc(CN2CCC3(CC2)CCN(C(=O)c2csnn2)CC3)cc1,u
CN1CCOc2nc(-c3ccc(Oc4ccccc4)cc3)ncc2C1=O,u

# Later entries
SMILES,ALOX12 inh
COc1cnc(CSc2ncccn2)cc1OCC(=O)N1CCCc2ccccc21,-10.3%
COc1ccc(OC)c(NC(=O)c2nc3ccccc3nc2N2CCOCC2)c1,-36.5%
NC(=O)c1ncn([C@@H]2O[C@H](C(=O)N[C@H](Cc3ccccc3)C(=O)N3CCN(CC(=O)Nc4ccccn4)CC3)[C@@H](O)[C@H]2O)n1,-4.8%
CCOC(=O)c1ccc(NC(=O)C2CC(=O)NC(N3CCN(c4ccccc4)CC3)=N2)cc1 (stereo unspecified),8.3%

# An excerpt from above in order of length of the SMILES, ascending.
SMILES,ALOX12 inh
COC(=O)COc1nc(C)c2c(c1C#N)CCCC2,15.5%
Cc1ccc(C2=CC(=O)CC(c3ccccc3)C2)cc1 (stereo unspecified),7.7%
NC[C@@H]1O[C@@H](O[C@H]2[C@@H](O)[C@H](O[C@@H]3[C@@H](O)[C@@H](N)C[C@H](N)[C@H]3O[C@H]3O[C@H](CN)[C@@H](O)[C@@H](O)[C@H]3N)O[C@H]2CO)[C@H](N)[C@@H](O)[C@@H]1O,-13.1%[57.4 µM]
